RAD54 inh: inhibitors of human RAD54 branch migration. RAD54 Holliday junction branch migration, FAM/BHQ fluorescence. hit rate 0.14% among 360,000. inhibition, % at 10.4 µM;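 active means mean normalized replicate activity at least 40 and at least half of replicates scoring 40 or more; inconclusive means only one of the two criteria met; inactive means mean below 40 and under half of replicates reaching 40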;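 further: 0% = median of neutral control wells and 100% = median of positive control wells; inhibitors cause a drop in the FAM fluorescence signal; in these data hits start at about 50%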
ARNT TACC3 PPI: disruptors of human ARNT/TACC3 interaction | AlphaScreen His-ARNT PAS-B/GST-TACC3 binding, luminescence; TACC3 fragment carries E629A point mutation | hit rate 0.66% among 390,000 | inhibition, % at 9.99 µM | Q9Y6A5 | AID 623870;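 active means mean inhibition of replicates at least 50% and at least half of replicates each reaching 50%; inconclusive means half or more replicates reach 50% but mean below 50%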;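 further: 0% = complete ARNT plus TACC3 wells and 100% = ARNT alone without TACC3; many hits fall short of the cut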
E-selectin induc: induces E-selectin expression in human endothelial cells | P16581 | hit rate 0.37% among 260,000 | activation, % at 7.58 µM | HUVEC E-selectin immunofluorescence imaging; normalized: neutral wells 0, TNF-alpha wells 100;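 active means mean E-selectin-positive cell signal at least 10% of the positive control, reached in at least 60% of replicates, without over 20% cell loss; inconclusive means no rule given, readout overlaps actives, possibly toxicity-flagged; inactive means the rest, including those meeting only one limit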;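 further: in these data hits start at about 27%; measured in HUVEC primary endothelial cells; signal is the percent of cells scored E-selectin positive by PE staining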
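Test system: HUVEC | Signal: Immunofluorescence imaging | Read-out: Percent E-selectin-positive cells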
ERp5 inh: inhibitors of human ERp5; ERp5 insulin aggregation, absorbance 650 nm, 90 min; inhibition, % at 9.99 µM; hit rate 0.05% among 350,000; AID 651711;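 active means mean replicate inhibition above about 25%, with every replicate also reaching it, limit read from the data, passing the limit was not always enough; inconclusive means only one of those two criteria met; inactive means neither criterion met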
CASP6 VEID inh: caspase-6 (human) enzyme inhibition; inhibition, % at 12.5 µM; hit rate 0.53% among 350,000; P55212; purified caspase-6, Z-VEID-R110 cleavage fluorescence;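 active means mean inhibition across replicates at least about 35%, with every replicate also reaching that limit, limit read from the data; inconclusive means only one of the two criteria met; inactive means neither criterion met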;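 further: 0% = median of neutral control wells and 100% = no fluorescence left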
Target sequence (P55212 24-179 limits assumed): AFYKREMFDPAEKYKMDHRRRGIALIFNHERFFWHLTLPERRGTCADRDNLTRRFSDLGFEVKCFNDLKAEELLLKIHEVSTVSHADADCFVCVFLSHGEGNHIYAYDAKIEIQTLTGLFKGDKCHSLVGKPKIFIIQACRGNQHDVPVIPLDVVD
Target sequence (P55212 194-293 limits assumed): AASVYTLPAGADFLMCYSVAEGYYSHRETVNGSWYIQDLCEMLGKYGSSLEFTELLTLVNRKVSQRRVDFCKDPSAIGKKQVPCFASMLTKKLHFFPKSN
RAD52 anneal inh: RAD52 (human) annealing inhibition; P43351; recombinant RAD52 DNA annealing, FRET fluorescence; inhibition, % at 18.7 µM; hit rate 0.46% among 360,000;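 active means every replicate showing at least 50% inhibition; inconclusive means mean inhibition at least 50% but not in every replicate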
Target sequence (P43351 whole entry, looked up): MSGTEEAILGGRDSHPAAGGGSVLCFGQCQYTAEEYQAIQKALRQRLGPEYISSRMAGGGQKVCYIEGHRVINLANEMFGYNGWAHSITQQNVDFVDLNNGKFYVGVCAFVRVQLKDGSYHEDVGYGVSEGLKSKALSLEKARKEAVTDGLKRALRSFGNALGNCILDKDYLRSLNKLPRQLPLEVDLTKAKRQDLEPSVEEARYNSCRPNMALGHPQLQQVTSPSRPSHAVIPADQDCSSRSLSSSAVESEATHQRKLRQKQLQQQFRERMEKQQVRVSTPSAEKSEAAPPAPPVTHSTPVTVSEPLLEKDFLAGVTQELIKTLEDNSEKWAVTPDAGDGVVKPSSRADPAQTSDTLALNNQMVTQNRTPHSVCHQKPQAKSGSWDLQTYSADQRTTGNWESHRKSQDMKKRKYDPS
PglD DTNB: blocks C. jejuni PglD acetyltransferase activity; purified PglD enzyme, DTNB colorimetric CoA detection; inhibition, % at 12.5 µM; hit rate 0.098% among 360,000; AID 602405; in the data active means inhibition above about 16%, passing the limit was not always enough; inconclusive means no clear call, values can overlap the other calls; further: strong numbers were not always called active
esBAF inh: SWI/SNF esBAF complex inhibition; mouse ES cells, Bmi1-luciferase knock-in reporter, 24 h; 100% = twice the neutral-well signal; reporter increase, % at 12.5 µM; hit rate 2% among 350,000; AID 602393; in the data active means activation above about 40%; inconclusive means no clear call, values can overlap the other calls;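 further: 0% = median of the plate's neutral control wells and 100% = double that signal; a rise in the Bmi1 reporter signal indicates esBAF inhibition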
* hit, by the source's call; ? = inconclusive; nt = no result given.

SMILES | RAD54 inh | ARNT TACC3 PPI | E-selectin induc | ERp5 inh | CASP6 VEID inh | RAD52 anneal inh | PglD DTNB | esBAF inh
C[C@@H]1CCCCO[C@H](CN(C)Cc2ccccc2)[C@H](C)CN([C@@H](C)CO)C(=O)c2cc(NS(=O)(=O)c3cn(C)cn3)ccc2O1 | 10 | -11 | -0.2 | 0 | -1 | 3 | 0 | -5
Cc1ccc(S(=O)(=O)N2CCCCC2)cc1NCC(=O)Nc1ccc(Br)cc1F | -8 | nt | -0.3 | -5 | 0 | -16 | 7 | -20
COc1ccc(C2=NN(c3nc(-c4ccc(CNC(C)=O)cc4)cs3)C(c3ccco3)C2)cc1 (centres undefined) | -6 | 10 | 1.6 | 3 | 2 | -99 | -4 | ?
Cc1cccc(-c2oc3ccc(-c4ccc5c(c4)OCO5)cc3c2-c2ccc(OC3CCCCO3)cc2)c1 (centres undefined) | -8 | -9 | -0.4 | -1 | 3 | -13 | -1 | 8
CN(C)C(CNC(=O)CN1C(=O)NC2(CCc3ccccc32)C1=O)c1ccco1 (centres undefined) | 5 | 4 | nt | nt | nt | nt | -2 | 5
COC(=O)c1[nH]c2cccc(Cl)c2c1NC(=O)CN1CCN(CCO)CC1 | -6 | -7 | nt | nt | nt | nt | 5 | -1
COc1ccc(C(=O)OCC(=O)NC(=O)NC2CCCC2)cc1OC | -22 | -3 | nt | 7 | 2 | -6 | 1 | 6
COc1cc(S(=O)(=O)Nc2ccc3nc(C)sc3c2)ccc1NC(C)=O | -1 | -5 | 0.1 | -2 | 0 | -11 | 0 | 14
COc1ccc(C2SCCN2S(=O)(=O)c2ccc(NC(C)=O)cc2)cc1 (centres undefined) | -11 | -11 | nt | nt | nt | nt | 1 | -5
CCc1cccc2c(C(=O)COC(=O)/C=C/c3ccc(O)c(OC)c3)c[nH]c12 | 1 | 5 | nt | nt | nt | nt | 0 | 9
COc1ccccc1-c1ccc([C@@H]2[C@H](C#N)N[C@@H]2CO)cc1 | -4 | -2 | -0.1 | 3 | -1 | -23 | 2 | 8
COc1ccc(N2C(S)=C(C#N)C(=O)NC2c2ccc(OC)c(OC)c2)cc1 (centres undefined) | nt | 5 | nt | -4 | 5 | -18 | nt | nt
O=C(Cc1ccccn1)NCC[C@H]1CC[C@H](NC(=O)Nc2ccc(F)cc2)[C@@H](CO)O1 | 0 | 3 | -0.9 | 0 | -1 | -25 | 3 | -1
O=C(N/N=C\c1cc(Br)cs1)C1COc2ccccc2O1 (centres undefined) | 3 | -1 | nt | nt | nt | nt | 2 | 9
Nc1nc(-c2ccccc2)c(N=Nc2ccc(Cl)cc2)s1 | nt | 1 | 0.9 | -1 | 4 | -13 | nt | nt
O=C(c1ccc2c(c1)OCO2)N1CCOCC1 | -11 | -4 | nt | 6 | -2 | -13 | 0 | -6
CCn1cc(C2=NOC(C(=O)Nc3cccc(C(C)=O)c3)C2)c(C)n1 (centres undefined) | 11 | -2 | nt | 2 | 1 | -11 | 4 | 2
CCCc1cc(=O)[nH]c(SCC(=O)Nc2c(C)cccc2C)n1 | 7 | -19 | nt | -5 | -1 | -9 | 4 | 1
COc1ccc(NC(=O)Nc2ccc3c(c2)C(=O)N([C@H](C)CO)C[C@@H](C)[C@H](CN(C)S(=O)(=O)c2ccc(OC)cc2)O3)cc1 | 28 | 11 | 0.9 | 12 | 1 | -38 | 2 | -2
OC(COC(c1ccc(Cl)cc1)c1ccc(Cl)cc1)CN1CCc2ccccc2C1 (centres undefined) | -1 | nt | -5.3 | -3 | -1 | -8 | -5 | -14
CCCCNC(=O)Nc1nnc(-c2ccc(OCC)cc2)o1 | -3 | -7 | nt | nt | nt | nt | 2 | 1
CCN(CC)S(=O)(=O)c1cccc(C(=O)NNC(=O)C2=NN(c3ccccc3)C(=O)CC2)c1 | 6 | 0 | nt | 8 | -3 | -14 | -2 | -4
COCCN(C(=S)Nc1cccc(C)c1)C(C)c1cccnc1 (centres undefined) | -8 | -1 | -0.1 | -5 | 13 | -4 | 6 | 1
COc1cc(C(=O)NCc2nnc(SCC(=O)NC3CCCCC3)o2)cc(OC)c1OC | 9 | 0 | -0.1 | -4 | 2 | -4 | 6 | 0
Cc1ccc(Cl)c(OCC(=O)Nc2cccnc2)c1 | -2 | -1 | -0.1 | 3 | 2 | -11 | 5 | 34
Cc1ccc(CNC(=O)CN2C(C)CCCC2C)cc1 (centres undefined) | nt | 0 | 3.6 | -8 | 0 | -5 | nt | nt
Cc1ccc(C)c(OCc2cc(C(=O)N3CCN(C4CCCCC4)CC3)no2)c1 | -4 | nt | 0.0 | 0 | -1 | -15 | -2 | 1
C[C@@H]1CN([C@H](C)CO)C(=O)Cc2cc(NC(=O)Nc3ccc4c(c3)OCO4)ccc2O[C@H]1CN(C)Cc1ccccc1 | 0 | 1 | -0.4 | -2 | -1 | -9 | 5 | 12
S=C(Nc1ccc(Cl)cc1)Nc1ccc2cn[nH]c2c1 | nt | -2 | nt | -1 | 3 | -8 | nt | nt
CC(=O)COc1ccc2c(-c3ccccc3)cc(=O)oc2c1C | -4 | 28 | 0.0 | 6 | 3 | -7 | 5 | -9
COc1ccc(S(=O)(=O)N2CC[C@@H]3[C@@H](CO)Nc4ccc(C5=CCCCC5)cc4[C@@H]32)cc1 | nt | nt | 2.5 | 0 | 0 | 10 | nt | nt
CCC(=O)N1[C@@H](CO)[C@@H]2c3ccccc3N(C(=O)c3ccccc3F)C[C@@H]21 | 11 | -3 | 0.1 | -6 | 0 | 12 | 0 | -7
COc1ccc(NC2CS(=O)(=O)CC2OC(=O)c2ccc(F)cc2)cc1 (centres undefined) | -11 | -7 | nt | nt | nt | nt | -1 | -15
Cc1cc(C)n(-c2cc(N3CCN(C(=O)c4cccc(F)c4)CC3)ccc2[N+](=O)[O-])n1 | 1 | 4 | -0.9 | nt | nt | nt | -6 | 18
O=C(CN1C(=O)c2cccc3cccc1c23)NCc1ccc2c(c1)OCO2 | -4 | -1 | nt | nt | nt | nt | 3 | 4
CCN(CC)C(=O)c1ccc(S(=O)(=O)Cc2ccc(C)cc2)c([N+](=O)[O-])c1 | -2 | -1 | 0.1 | 1 | 0 | -12 | -2 | -81
O=C(Cc1ccccn1)Nc1ccccc1 | 4 | -34 | nt | nt | nt | nt | 3 | 2
C[C@H]1CN([C@@H](C)CO)C(=O)c2cccc(NS(=O)(=O)c3ccc(Cl)cc3)c2O[C@H]1CN(C)S(=O)(=O)c1ccc(Cl)cc1 | 4 | 6 | -0.3 | -2 | 1 | -40 | 1 | 5
CN(/N=C/c1cc(Br)cc(Br)c1O)c1ccccc1 | -1 | -5 | 0.0 | 0 | nt | 5 | -1 | 27
CCc1ccc(/C=C2\SC(=S)N(CCC(=O)N3CCN(C)CC3)C2=O)cc1 | -3 | -17 | 0.3 | 4 | 8 | -58 | 8 | -4
CCCNC(=O)C1(C)CCCN(C(=O)c2ccccc2F)C1 (centres undefined) | 2 | nt | 0.0 | -1 | 1 | -8 | 5 | 3
Cc1ccc(NC(=O)COC(=O)C2CC3CCCC(C2)C3=O)c([N+](=O)[O-])c1 (centres undefined) | -7 | -4 | nt | -3 | -2 | -4 | 5 | 0
CCOC(=O)c1c(C)[nH]c(C(=O)OCC(=O)c2ccc3c(c2)NC(=O)CO3)c1C | -9 | -5 | -0.1 | 4 | -1 | -6 | -7 | 4
O=C(Nc1c(-c2ccccc2)[nH][nH]c1=O)c1ccc2c(c1)OCO2 | nt | nt | 0.1 | 5 | 4 | -3 | nt | nt
COCCNC(=S)N=Nc1c(O)[nH]c2ccc([N+](=O)[O-])cc12 | -16 | -3 | -0.1 | -6 | 0 | -8 | 4 | -2
COCCN(C(=O)CSCC(=O)Nc1cccc(C)c1)c1c(N)n(Cc2ccccc2)c(=O)[nH]c1=O | nt | -4 | nt | 1 | 2 | -7 | nt | -8
CCN(CC)CCCNC(=O)CN1C(=O)CSc2ccc(S(=O)(=O)N3CCOCC3)cc21 | 2 | nt | -0.1 | 0 | -2 | -16 | 0 | -9
CCOC(=O)C1=NOC(CNC(=O)C2=NOC(CNC(=O)c3c(-c4ccccc4Cl)noc3C)C2)C1 (centres undefined) | -5 | 13 | nt | nt | nt | nt | 1 | -11
O=CNCc1nc2ccccc2n1CCCc1ccccc1 | -9 | 1 | -0.1 | 3 | -2 | -9 | -2 | 1
COC(=O)C1=C(N)Oc2cc(C)n(CC3CCCO3)c(=O)c2C1c1ccc(Cl)c(Cl)c1 (centres undefined) | 0 | 30 | nt | nt | nt | nt | 4 | -3

Entries of single compounds, looked up by structure.
`COCCN(C(=O)CSCC(=O)Nc1cccc(C)c1)c1c(N)n(Cc2ccccc2)c(=O)[nH]c1=O` across the screens: RAD54 inh = nt; ARNT TACC3 PPI = -4; E-selectin induc = nt; ERp5 inh = 1; CASP6 VEID inh = 2; RAD52 anneal inh = -7; PglD DTNB = nt; esBAF inh = -8
`O=CNCc1nc2ccccc2n1CCCc1ccccc1` across the screens: RAD54 inh = -9; ARNT TACC3 PPI = 1; E-selectin induc = -0.1; ERp5 inh = 3; CASP6 VEID inh = -2; RAD52 anneal inh = -9; PglD DTNB = -2; esBAF inh = 1

Next part.
SMILES | RAD54 inh | ARNT TACC3 PPI | E-selectin induc | ERp5 inh | CASP6 VEID inh | RAD52 anneal inh | PglD DTNB | esBAF inh
CC1=NNC(=O)C1Cc1c(Cl)cccc1Cl (centres undefined) | 3 | 0 | -0.2 | -3 | -1 | -4 | -3 | 3
CC(C)C12CN3CC(C(C)C)(CN(C1)C3c1ccccc1O)C2=O (centres undefined) | 3 | -4 | -0.3 | nt | nt | nt | 5 | -2
NS(=O)(=O)c1ccc(CCNC(=O)c2ccccc2F)cc1 | -5 | -5 | nt | nt | nt | nt | -1 | 0
CC1(C2CC2)NC(=O)N(CC(=O)N2CCN(S(=O)(=O)c3ccc(F)c(F)c3)CC2)C1=O (centres undefined) | 0 | nt | 1.0 | 5 | -5 | -11 | 3 | -2
COc1ccc(N)cc1C#N | -4 | -26 | nt | -7 | -1 | -3 | -5 | -1
C[C@@H]1CN([C@@H](C)CO)C(=O)c2cccc(NS(=O)(=O)c3ccc(F)cc3)c2O[C@@H]1CN(C)Cc1ccc(-c2ccccc2)cc1 | 3 | 14 | -0.2 | 6 | nt | 30 | -1 | 5
COc1ccc(CN2C(=O)c3ccccc3C2=O)cc1C(=O)N(C)CC(=O)Nc1ccc(C)cc1 | 5 | nt | -0.1 | -4 | 2 | 9 | -1 | -2
CCOc1cc(N2CCOCC2)c(OCC)cc1NC(=O)C1=COCCO1 | -1 | 2 | 1.0 | 2 | 4 | -1 | -4 | 4
Cc1ccc(NC(=O)C2=C(O)CCn3c2nc2ccccc23)cc1 | -11 | 0 | nt | 1 | 1 | 0 | 6 | 5
CCc1ccc(CNC(=O)C2CCCN(c3nnc(C)c4c(C)n(-c5ccccc5)nc34)C2)cc1 (centres undefined) | -4 | 1 | nt | -10 | 0 | -444 | 6 | 2
COc1cccc(C(=O)NCCCNC(=O)c2cccnc2)c1 | 12 | 0 | nt | -7 | 1 | -8 | -3 | -2
O/N=C/Cc1[nH]c2ccccc2c1-c1ccccc1 | -3 | 4 | nt | 3 | -2 | -11 | 1 | 0
CC(C)Cc1cc(C(=O)NCCCN2CCOCC2)no1 | -1 | -11 | 0.1 | 7 | -8 | 1 | nt | 2
CNc1ccc(N=Nc2cccc3ncccc23)cc1 | 5 | 5 | nt | 8 | 9 | 2 | -3 | nt
CC(=O)c1ccc2c(c1)C1C=CCC1C(c1cc3c(cc1Br)OCO3)N2 (centres undefined) | 8 | -4 | nt | -5 | 1 | -131 | -1 | -28
COc1ccccc1N1CCN(CC(=O)c2c(C)[nH]c3cc(C)ccc23)CC1 | 9 | 2 | nt | nt | nt | nt | 3 | 2

Screening results (PubChem BioAssay)
